Source: PubChem
TEAD-YAP block = TEAD-YAP interaction inhibition, primary screen, TEAD-YAP interaction inhibitor project, luminescence, HEK-TIYL cells; hit rate 1.4% among 640,000; TEAD-Gal4/YAP UAS-luciferase luminescence; inhibition, % at 9.12 µM; AID 1259422, 2018; in the data active = inhibition above about 32%;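 also: 0% = median of test compound wells and 100% = reference inhibitor wells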
MITF primary = MITF inhibitors, primary screen, biochemical, AlphaScreen, human | AID 1259374, 2018 | Microphthalmia-associated transcription factor (Homo sapiens), O75030 | inhibition, % at 2.6 µM | hit rate 0.91% among 650,000 | AlphaScreen MITF homodimerization, bead proximity signal; in the data active = inhibition above about 50%;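 also: 0% = vehicle wells with protein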
FBW7 activator = FBW7 E3 ligase activators, primary screen, biochemical, AlphaScreen, human | hit rate 0.13% among 650,000 | AID 1259310, 2017 | AlphaScreen FBW7–phospho-cyclin E peptide binding, activator screen | F-box/WD repeat-containing protein 7 (Homo sapiens), Q969H0 | normalized activity (activation), % at 26.1 µM; in the data active = normalized activity above about 1.9%;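 also: purified mutant Fbw7 with reduced substrate affinity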
Target sequence (Q969H0 whole entry, looked up): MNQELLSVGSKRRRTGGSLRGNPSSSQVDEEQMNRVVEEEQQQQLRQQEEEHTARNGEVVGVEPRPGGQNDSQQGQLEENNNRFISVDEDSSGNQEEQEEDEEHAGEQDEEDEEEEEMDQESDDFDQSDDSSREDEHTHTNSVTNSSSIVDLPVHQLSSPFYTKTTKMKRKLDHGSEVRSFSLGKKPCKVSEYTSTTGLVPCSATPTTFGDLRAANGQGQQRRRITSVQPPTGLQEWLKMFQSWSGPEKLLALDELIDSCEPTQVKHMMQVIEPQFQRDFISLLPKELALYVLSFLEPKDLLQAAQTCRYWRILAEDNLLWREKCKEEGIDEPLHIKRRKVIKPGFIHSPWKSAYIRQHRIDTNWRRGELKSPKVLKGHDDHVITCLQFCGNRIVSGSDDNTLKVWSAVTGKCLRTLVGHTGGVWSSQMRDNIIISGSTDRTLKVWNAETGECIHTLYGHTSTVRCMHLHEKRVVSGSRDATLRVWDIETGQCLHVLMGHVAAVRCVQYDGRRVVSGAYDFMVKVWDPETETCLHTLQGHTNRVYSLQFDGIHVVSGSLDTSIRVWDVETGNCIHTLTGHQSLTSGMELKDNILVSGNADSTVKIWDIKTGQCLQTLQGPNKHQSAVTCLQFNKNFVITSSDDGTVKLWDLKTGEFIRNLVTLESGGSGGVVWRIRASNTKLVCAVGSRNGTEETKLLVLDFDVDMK
GPR151 activ = activators of human GPR151, primary screen, cell-based, PathHunter beta-arrestin, luminescence; AID 1508602, 2020; activation, % at 11.2 µM; PathHunter beta-arrestin GPR151 cells; hit rate 1% among 650,000; in the data active = activation above about 4.9%;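 also: 0% = median of compound wells and 100% = cells with positive control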
Target sequence (Q8TDV0 whole entry, looked up): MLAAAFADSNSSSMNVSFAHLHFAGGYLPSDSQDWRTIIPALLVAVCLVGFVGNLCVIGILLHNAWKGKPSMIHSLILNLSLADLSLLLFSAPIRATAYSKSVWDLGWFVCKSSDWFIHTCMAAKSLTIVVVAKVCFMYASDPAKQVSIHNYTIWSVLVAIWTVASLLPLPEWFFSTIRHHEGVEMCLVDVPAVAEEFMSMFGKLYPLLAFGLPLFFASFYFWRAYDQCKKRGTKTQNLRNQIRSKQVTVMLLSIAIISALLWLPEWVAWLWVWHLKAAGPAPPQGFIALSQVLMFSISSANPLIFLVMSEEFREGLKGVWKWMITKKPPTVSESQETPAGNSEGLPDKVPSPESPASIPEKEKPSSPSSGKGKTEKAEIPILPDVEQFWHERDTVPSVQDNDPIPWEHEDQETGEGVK
An asterisk follows results filed as active. This is a random part of the collection. Share with any hit: about 3.5%.

SMILES	TEAD-YAP block	MITF primary	FBW7 activator	GPR151 activ
CCOC(=O)C(C)Sc1nc(N2CCOCC2)c2c(c1C#N)CCCC2 (stereo unspecified)	0	-2	0.0	0.2
CCC(Sc1nc2ccsc2c(=O)n1Cc1ccc(C(=O)O)cc1)C(=O)Nc1ccc(C)c(Cl)c1 (stereo unspecified)	-4	-6	-0.1	-1.3
O=C(Nc1nncs1)c1c(Cl)cccc1Cl	6	11	0.1	1.0
COC(=O)C1=CN(CCc2ccccc2)C=C(C(=O)OC)C1c1ccc2c(c1)OCO2	-3	2	3.2*	0.0
CC(=O)NCCc1nc2ccccc2n1Cc1ccc2ccccc2c1	7	7	0.3	-0.7
CSc1ccc(/C=N/Nc2nncc(-c3ccccc3)n2)cc1	-7	3	-0.1	1.9
COc1ccc(OC)c(C2NC(=O)c3[nH]nc(-c4ccc(C)cc4)c32)c1 (stereo unspecified)	62*	8	0.1	1.5
O=C(Nc1cnn(CC(=O)N2CCc3ccccc3C2)c1)c1ccco1	9	2	-0.1	0.6
C#CCSc1nc2sc3c(c2c(=O)n1-c1ccccc1)CCCC3	-4	-10	-0.1	-0.3
CC(C)COP(=O)(OCC(C)C)C(OC(N)=O)c1ccc(Cl)cc1Cl (stereo unspecified)	8	10	0.0	0.0
CCOC(=O)CN(Cc1ccc(Cl)cc1)S(=O)(=O)c1ccc(Br)cc1	-11	6	0.1	1.0
CC1CCCCN1CC(O)COc1ccc2ccccc2c1 (stereo unspecified)	-2	4	0.1	0.1
CC(=O)Nc1cccc(-c2cnn3c(N4CCCCC4CCO)ccnc23)c1 (stereo unspecified)	-3	-10	0.0	-0.1
C=C(C)CSc1nc2c(c(=O)n(C)c(=O)n2C)n1Cc1cccc(C)c1	6	4	-0.1	-0.2
CCOC(=O)/C(N=Nc1sc(C(=O)OC)c(C)c1C(=O)OCC)=C(\O)CCl	7	-1	0.1	0.7
COCCNC(=O)NC(=O)COC(=O)Cc1ccccc1F	5	-4	-0.1	-1.5
COC(=O)c1ccc(C(=O)OC)c(NC(=O)C(OC)c2ccccc2)c1 (stereo unspecified)	-1	12	-0.2	2.9
COCCOC(=O)/C(C#N)=C/c1ccc(N(C)c2ccccc2)cc1	-32	-14	0.4	1.7
Cc1ccc(Oc2ccc3c(c2)C(=O)N(c2ccc(C(N)=O)cc2)C3=O)cc1C	1	2	-0.2	0.2
CCC1CCCCN1C(=O)C1CCCN(S(=O)(=O)c2cccc3nsnc23)C1 (stereo unspecified)	-7	-1	-0.2	-0.8
CCc1cc2cc3c(cc2n2c(=O)n(CC(=O)NC(C)C)nc12)OCO3	-5	4	-0.1	0.7
CCOC(=O)CNS(=O)(=O)c1cc(-c2nnc(Nc3cccc(C)c3)c3ccccc23)ccc1C	2	80*	0.1	-0.5
Cc1cc2c(s1)c1cnn(Cc3cccnc3)c(=O)c1n2C	10	15	0.4	2.1
CCc1c(C)sc(NC(=O)c2c(-c3ccccc3)noc2C)c1C(=O)OC	5	10	0.3	-0.3
CCOc1ccc2nc(N3CCCN(C(=O)Nc4ccccc4OC)CC3)c(C#N)cc2c1	-4	-2	0.1	-0.1

Rewritten as a markdown table: entries from further up.
| compound | TEAD-YAP block | MITF primary | FBW7 activator | GPR151 activ |
| --- | --- | --- | --- | --- |
| COCCOC(=O)/C(C#N)=C/c1ccc(N(C)c2ccccc2)cc1 | -32 | -14 | 0.4 | 1.7 |
| Cc1ccc(Oc2ccc3c(c2)C(=O)N(c2ccc(C(N)=O)cc2)C3=O)cc1C | 1 | 2 | -0.2 | 0.2 |
| CCC1CCCCN1C(=O)C1CCCN(S(=O)(=O)c2cccc3nsnc23)C1 (stereo unspecified) | -7 | -1 | -0.2 | -0.8 |

(continued)
SMILES	TEAD-YAP block	MITF primary	FBW7 activator	GPR151 activ
Cc1cc(C)cc(NC(=O)c2cc3ccccc3o2)c1	-27	2	0.0	-0.6
c1ccc2c(c1)nc1n2CCN1	2	-16	0.0	0.0
Cc1cc(=O)oc2cc(OCC(=O)OCC(=O)NC(C)C)ccc12	-2	-4	0.0	0.0
C(=N\Nc1nnnn1-c1cccc2ccccc12)/c1ccccc1	5	-5	0.5	-1.5
COc1cc2nc(Nc3ccncc3)nc(Nc3ccccc3)c2cc1OC	2	12	0.1	-2.1
CC1(C)N=C(N)N=C(N)N1c1cc(Cl)ccc1Oc1ccc2ccccc2c1Br	14	0	-0.1	3.4
COc1ccc(CCNC(=O)c2cc3c(C)nccc3[nH]c2=O)cc1OC	8	7	0.1	2.0
Cc1ccccc1C1=N/C(=C\c2ccccc2I)C(=O)O1	-4	-9	-0.1	0.8
O=C(Cn1nnc2ccccc21)N/N=C\c1cccc(OCc2ccccc2)c1	2	20	0.8	0.0
COc1cccc(C(=O)NNS(=O)(=O)c2ccc([N+](=O)[O-])cc2)c1	-6	4	0.0	-0.8
O=C(CCc1nnc(CCC2CCCCC2)o1)NCCn1cccn1	-2	-2	-0.1	-0.2
Cc1cccc(OCC(=O)NCCc2ccc(N3CCCC3)cc2)c1	2	53*	-0.6	0.4
Cc1cc2nn(-c3ccccc3)nc2cc1NC(=O)c1ccc(C)c([N+](=O)[O-])c1	5	13	-0.1	0.8
COc1cc(C(=O)Nc2cc(-c3nc4ccc(C)cc4o3)ccc2C)ccc1OCc1ccc(Cl)cc1	-64	7	0.0	1.2
CCN1C(=N)N(c2nc(N(C)C)nc(N(C)C)n2)CC1=O	14	16	0.0	-1.0
COc1ccc(C2(C(=O)Nc3ccc(C)c(Cl)c3)CCOCC2)cc1OC	-2	11	-0.2	1.1
CC1=NOC(=O)/C1=C/c1ccc(-c2cc(C)c(C)cc2[N+](=O)[O-])o1	0	-28	0.1	0.0
COC(CNC(=O)c1cnn2c(C)c(Cc3ccccc3)c(C)nc12)OC	10	2	0.0	1.3
Cc1ccc(NC(=O)CCc2nc(-c3ccccc3F)no2)c(Br)c1	-7	12	0.2	0.1
Cc1ccnc(N(C(=O)Nc2ccccc2)C2=NCC(C)S2)c1 (stereo unspecified)	-64	13	-0.8	-2.7
O=c1[nH]c(=O)n(-c2ccc(Br)cc2)c(O)c1C=NCCCO	-2	-5	0.5	0.2
CC(C)C(=O)N1CCN(c2ccccc2NC(=O)c2ccc(Br)o2)CC1	6	10	0.0	1.8
O=C(NC1CCCC1)c1ccc2c(c1)N(Cc1cccc(Cl)c1)C(=O)CS2	3	-14	-0.1	2.3
CC(C)n1c(=O)n(CC(=O)N(C)C2CCCCC2)c2cccnc21	-8	20	0.8	-1.7
COc1cccc(-c2cc(C(=O)NCC3CCCO3)c3ccccc3n2)c1 (stereo unspecified)	1	10	-0.1	0.7

Compound profiles, as listed above. Values in the order: TEAD-YAP block, MITF primary, FBW7 activator, GPR151 activ
Profile of `CC1=NOC(=O)/C1=C/c1ccc(-c2cc(C)c(C)cc2[N+](=O)[O-])o1` → 0, -28, 0.1, 0.0
Profile of `c1ccc2c(c1)nc1n2CCN1` → 2, -16, 0.0, 0.0

The results go on:
SMILES	TEAD-YAP block	MITF primary	FBW7 activator	GPR151 activ
O=C1N=C(N2CCOCC2)S/C1=C/c1ccccc1	-17	4	-0.1	-0.6
COc1ccc(OC)c(CCNC(=O)CN2C(=O)C3CCCN3c3ncc(Cl)cc32)c1 (stereo unspecified)	-2	5	0.6	-1.3
Clc1ccc(Oc2nc(Oc3ccc(Cl)cc3)nc(N3CCOCC3)n2)cc1	-4	28	1.2	0.1
CC(=O)Nc1cc(C(=O)O)ccc1N1CCOCC1	-3	0	0.0	-0.5
Cc1ccc(S(=O)(=O)NN2C(=O)C3CCCCC3C2=O)cc1 (stereo unspecified)	-3	15	0.1	2.1
C/C=C/c1ccc(OCCN2CC(C)OC(C)C2)c(OC)c1 (stereo unspecified)	11	64*	-0.2	-2.6
C#CCSc1nc2c(c(=O)n1-c1ccccc1OC)C1(CCCCC1)Cc1ccccc1-2	7	5	-0.1	0.7
CCOC(=O)C1=C(C)N(C)C(=O)NC1c1cc(OC)c(OC)c(OC)c1 (stereo unspecified)	-5	-1	0.1	1.5
COc1cccc(C(=O)OCC(=O)N(C(C)C)C(C)C)c1OC	2	8	0.0	0.8
O=S(=O)(c1cccc2cccnc12)N1CCN(c2cccc(Cl)c2)CC1	-7	19	1.8	-0.3
COC(=O)C1=C(N)N(c2ccc(S(N)(=O)=O)cc2)C2=C(C(=O)CCC2)C1c1ccc(Br)cc1 (stereo unspecified)	5	3	0.0	-1.0
Cc1sc2ncn(CC(=O)NCC(=O)N3CCCCCC3)c(=O)c2c1C	-4	-3	-0.1	-0.8
CCOC(=O)c1c(COc2ccc(OC)cc2)oc2ccc(OC)cc12	9	15	0.1	-1.5
Cc1sc2nc(C)n(C3CCN(C(=O)c4cc(C(C)C)[nH]n4)CC3)c(=O)c2c1C	-8	-11	0.1	-0.5
Cc1ccccc1Cn1c(CN2CC(C)OC(C)C2)nc2c1c(=O)n(C)c(=O)n2C (stereo unspecified)	5	10	0.2	1.2
Cc1ccc(/C=C2\SC(=Nc3ccccc3)N(c3ccccc3)C2=O)cc1[N+](=O)[O-]	15	2	0.1	-0.9
COCCNC(=O)c1ccc(Sc2ccc(OC)cc2)c([N+](=O)[O-])c1	-17	15	0.6	-0.2
C/C(=N/NC(=O)c1cccnc1)c1ccc(O)cc1O	-8	5	0.6	-0.6
C=CCN1C(=O)/C(=C\c2ccc(-c3ccc(C(=O)O)cc3C)o2)C(=O)NC1=S	-8	14	-0.7	1.0
COc1ccc(S(=O)(=O)N2CCN=C2SCc2ccccc2Cl)cc1	-12	-3	0.2	2.2
Cn1ccnc1SCC(=O)Nc1ccc2nc(SCC(=O)N3CCOCC3)sc2c1	1	0	-0.1	0.7
COc1ccc(C2=NN(C(=O)CCC(=O)O)C(c3cc4ccccc4nc3Cl)C2)cc1OC (stereo unspecified)	3	7	0.0	1.1
Cc1nn(C(CC(=O)O)C(=O)O)c(C)c1Cl (stereo unspecified)	9	5	-0.1	0.1
COC(=O)C1=C(C)NC2=C(C(=O)CCC2)C1c1cccc(O)c1 (stereo unspecified)	14	17	-0.1	-0.5
COc1ccccc1Nc1cc(C)nc2c(C)c(C)cc([N+](=O)[O-])c12	15	17	0.8	-1.0

Part of the list above in order of molar mass, smallest number first.
SMILES	TEAD-YAP block	MITF primary	FBW7 activator	GPR151 activ
COc1cccc(C(=O)OCC(=O)N(C(C)C)C(C)C)c1OC	2	8	0.0	0.8
CCOC(=O)c1c(COc2ccc(OC)cc2)oc2ccc(OC)cc12	9	15	0.1	-1.5
Cc1sc2nc(C)n(C3CCN(C(=O)c4cc(C(C)C)[nH]n4)CC3)c(=O)c2c1C	-8	-11	0.1	-0.5
Cc1ccc(/C=C2\SC(=Nc3ccccc3)N(c3ccccc3)C2=O)cc1[N+](=O)[O-]	15	2	0.1	-0.9

(further entries)
SMILES	TEAD-YAP block	MITF primary	FBW7 activator	GPR151 activ
COC(=O)CSc1ncccc1-c1nc2ccccc2[nH]1	-6	8	0.1	3.2
COC(=O)c1ccccc1NC(=O)CN1C(=O)NC(c2ccccc2)(c2ccccc2)C1=O	-6	11	0.2	-1.1
NC(C(=O)N1CCC[C@H]1C(=O)Nc1ccc2[nH]ncc2c1)c1ccc(F)cc1 (stereo partly specified)	-6	-10	0.0	0.6
COc1ccc(Cn2c(=O)c3c(n4c(SC(C)C)nnc24)-c2ccccc2CC32CCCCC2)cc1	-3	10	0.0	0.1
NC(=O)COc1ccc(Cl)cc1Cl	-12	13	0.1	-0.1
COc1ccc(OC)c(N2C(N)=C(C#N)C(c3ccc(OC)c(O)c3)C3=C2CCCC3=O)c1 (stereo unspecified)	-1	-4	0.1	-0.3
CCOC(=O)c1ccc(N2C(=O)CC(N3CCC(O)(c4ccc(Br)cc4)CC3)C2=O)cc1 (stereo unspecified)	6	0	0.1	0.4
CC(=O)c1c(C)[nH]c(C(=O)OCC(=O)c2ccc(OC(F)F)cc2)c1C	11	0	0.3	0.4
Cc1cccc(CSc2nc3ccsc3c(=O)n2CCCC(=O)NCCc2ccc(S(N)(=O)=O)cc2)c1	15	-6	-0.1	-0.3
CN(Cc1ccno1)C1CCC(=O)N(Cc2ccc(F)cc2F)CC1 (stereo unspecified)	6	23	0.2	0.0
CCc1ccc(C2CC(c3cccc(C)c3)n3nc(N)nc3N2)cc1 (stereo unspecified)	-4	-1	-0.1	0.9
O=C(CCC1(Cc2ccco2)CCC(=O)N1)NCc1cnn(-c2ccc(F)cc2)c1 (stereo unspecified)	5	6	0.0	2.5
COc1cc(-c2nc(=O)[nH]c3ccc(Br)cc23)cc(OC)c1OC	11	5	-0.1	3.1
CN1C(=O)CCC12CCN(Cc1ccccc1OC(F)F)CC2	-11	-10	-0.1	-1.2
CCCCc1ccc(S(=O)(=O)Nc2cnc3ccccc3c2)cc1	13	-5	-0.1	-0.5
CS(=O)(=O)NCCn1ncc2c(N3CCCC3)ncnc21	2	7	0.3	-1.8
CCCCCCCC(=O)Nc1ccc(C(=O)Nc2cccc(NC(=O)c3ccccc3)c2)cc1	5	11	-0.1	-1.1
COc1cc(/C=N/NC(=O)c2ccc(NC(C)=O)cc2)cc(Cl)c1O	-2	-43	0.1	-0.7
Cc1cccc(NC(=O)c2cc3c(ccc4ccccc43)o/c2=N\c2sc3c(c2C#N)CCCC3)c1	6	10	0.2	-0.4
CCC(=O)Oc1cc(C)c2sc3ccccc3c(=O)c2c1	-16	-5	0.2	-0.2
COc1ccc([C@@H]2CN(C(=O)Cc3ccc(F)cc3)C[C@H]2C(=O)O)cc1	0	-1	-0.2	2.4
CCOC(=O)c1ccsc1NC(=O)c1cccc(C)c1	3	15	0.0	-0.4
NC(=O)c1c(NC(=O)c2ccco2)sc2c1CCCCCC2	-45	16	0.4	0.2
